# Pf growth 48h – inhibits P. falciparum growth in the first generation, 48 h; P. falciparum luciferase growth in erythrocytes, 48 h; Potency, µM (titrated, usually from 28.7 µM), for the others: at the top dose activity change, negative = inhibition, hits mostly inhibitors; hit rate 5.9% among 310,000; AID 504832; also: potency is read from the fitted curve at half-maximal effect; % is scaled to controls: 0 for no effect and ±100 for the full control effect
#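 A one-generation exposure of luciferase-tagged malaria parasites in RPMI 1640/Albumax erythrocyte culture, 37 C and 5% CO2. Inhibition is inferred from decreased luminescence after adding detection reagent.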
# Sm TGR block – S. mansoni TGR enzyme inhibition. AID 485364. hit rate 3% among 360,000. purified TGR, DTNB reduction, TNB absorbance 405 nm. Potency, µM (top dose mostly 114 µM), without a hit: at the top dose activity change, negative = inhibition, most hits filed as inhibitors. Q962Y6; also: potency is read from the fitted curve at half-maximal effect; % is scaled to controls: 0 for no effect and ±100 for the full control effect; nearly all actives have a fitted effect of over 60% in size
#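 First, TGR (20 nM dispensed) and NADPH were mixed with compound. Second, a 15 min room-temperature incubation followed. Third, further NADPH and then DTNB were added to start the reaction. Finally, TNB absorbance was monitored kinetically.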
# Pf growth 96h – inhibits malaria parasite growth, 96 h | P. falciparum luciferase reporter growth, 96 h | hit rate 6.9% among 320,000 | Potency, µM (doses to about 28.7 µM), for the others: top-dose activity change, negative = inhibition, most hits filed as inhibitors; also: potency is read from the fitted curve at half-maximal effect; % is scaled to controls: 0 for no effect and ±100 for the full control effect
#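 Plates of compound plus infected erythrocytes (2% hematocrit, 0.05% parasitemia final) incubate 96 hours, 37 C, 5% CO2. Detection reagent added; reduced luminescence from the parasites' luciferase reporter flags inhibition.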
# Giardia FBPA inh – blocks Giardia fructose-bisphosphate aldolase activity | purified Giardia FBPA | hit rate 0.71% among 290,000 | Potency, µM (top dose mostly 59.6 µM), without a hit: at the top dose activity, negative = inhibition, usual class: inhibitors | A8B2U2; also: potency is read from the fitted curve at half-maximal effect; % is scaled to controls: 0 for no effect and ±100 for the full control effect; nearly all actives have a fitted effect of over 55% in size
# Target sequence (A8B2U2 whole entry, looked up): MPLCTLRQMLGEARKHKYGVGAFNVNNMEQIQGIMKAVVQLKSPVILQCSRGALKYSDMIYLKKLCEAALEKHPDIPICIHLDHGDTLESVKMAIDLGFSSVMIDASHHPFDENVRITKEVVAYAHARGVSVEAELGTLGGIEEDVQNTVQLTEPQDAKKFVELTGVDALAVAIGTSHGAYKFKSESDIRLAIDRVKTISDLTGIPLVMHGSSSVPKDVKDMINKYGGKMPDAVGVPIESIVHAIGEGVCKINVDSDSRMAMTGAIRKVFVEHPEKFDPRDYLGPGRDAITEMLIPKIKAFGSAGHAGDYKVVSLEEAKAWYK
#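 Giardia FBPA (40 nM reagent) was preincubated 10 min at RT with compound (up to 57.5 uM final), then substrate plus GAPDH/TPI/NAD/arsenate coupling system with diaphorase/resazurin was added; resorufin fluorescence (525/598 nm) was read after 20 min.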
# CHX counter – affects cycloheximide protein synthesis inhibition readout, counter-screen. max response, %. hit rate 12% among 300,000. cell reporter, cycloheximide protein synthesis inhibition counterscreen; in the data active = max response mostly above about 13%, no sharp cut-off; inactive = mostly below about 14%; also: read at 38.3 µM for the half of the compounds with a filed dose; 0% is about no effect
# Shiga inhibitor – Shiga toxin inhibition. hit rate 9.2% among 290,000. inhibition, % at 38.7 µM. Vero cells, Shiga toxin protein synthesis inhibition reporter; in the data active = inhibition mostly above about 28%, no sharp cut-off; inactive = mostly below about 43%; also: 0% is about no effect
# * marks the source's active call; other numbers are inactive results; ? = inconclusive; . = not tested or not shown; & = joins results of further samples; [ ] = dose if it differs, or a comment. Unless noted, calls follow the shape of the dose curve; as a rule, active = well fitted curve in the direction sought with a large enough effect; inconclusive = small, poorly fitted or top-dose-only effect, or another doubt; inactive = no such curve, though single readings can be large; an effect the other way counts as inactive or inconclusive. An unsorted share of the library; overall some 24% were active at least once.
# Below each SMILES – CHX counter | Giardia FBPA inh | Sm TGR block | Pf growth 96h | Pf growth 48h | Shiga inhibitor
> CN(C)CCNC(=O)c1c(CSc2ccccc2)noc1C(=O)NCc1ccccc1
 : -5 | 5% | 18% | 9.3µM* | ? | -3
> CCOC(=O)c1c(-c2ccc(-c3ccccc3)cc2)csc1NC(=O)CNCCN(C)C
 : 6 | ? | -28% | ? | . | 5
> Cc1cc(C(C)(C)C)oc1C(=O)N(CC(=O)NC1CCCC1)Cc1ccc(F)cc1
 : 1 | -2% | 7% | 18% | 12% | -2
> CCOC(=O)C1CCN(C(=O)c2cc(COc3ccc(F)cc3F)on2)CC1
 : 63* | . | 2% | 21% | 36%[activator] | 127*
> CCC1CCCCN1C(=O)c1ccc(OC2CCN(C(=O)C3CC3)CC2)cc1 (stereo not drawn)
 : -3 | -4% | ? | -7% | -9% | 26
> CCC(=NCc1cc(OC)cc(OC)c1)c1c(O)[nH]c(=O)[nH]c1=O
 : -2 | 6% | -5% | 14% | -5% | 14
> Cc1cc(/C=C2\SC(N)=NC2=O)c(C)n1-c1ccccc1
 : 36* | -6% | 71%[activator] | 7% | 15% | 45
> CC1CCCN(C(=O)Cn2nnc(-c3ccc(N(C)C)cc3)n2)C1 (stereo not drawn)
 : 0 | -1% | 3% | ? | ? | 4
> Cc1ccccc1CN(C)CCc1ccccn1
 : 5 | ? | -1% | 17% | -20% | -10
> CN(Cc1ccccc1)C(=O)CSc1nc2cc(C(=O)N3CCC(C(N)=O)CC3)ccc2c(=O)n1-c1ccccc1
 : -4 | -1% | -18% | -4% | ? | 14
> CC(Sc1nnc(-c2ccc(O)cc2)o1)C(=O)Nc1cccc2ccccc12 (stereo not drawn)
 : -2 | -7% | ? | 28% | . | -11
> CN(C)c1cccc(Oc2nc3c(c(=O)n(C)c(=O)n3C)n2C)c1
 : 7 | -16% | -27% | 40%[activator] | 42%[activator] | -1
> CSc1nnc(-c2cc(C)on2)n1-c1ccccc1
 : -1 | 1% | -12% | -2% | 11% | -3
> CC(C)(C)c1nnc(NC(=O)CCS(=O)(=O)c2ccccc2)s1
 : -3 | -5% | -112% | 22% | 2% | 2
> CCOc1cccc2cc(-c3cn4cc(C)ccc4n3)c(=O)oc12
 : 14 | 3% | -25% | ? | 164%[activator] | 36*
> CCOC(=O)C1CCCN(C(=O)c2cc(-c3ccc(C)cc3)nc3ccccc23)C1 (stereo not drawn)
 : 8 | -1% | 12% | 14% | 1% | 35
> CCOc1cc2[nH]c(=S)n(Cc3ccc(C(=O)NCCCN(CC)CC)cc3)c(=O)c2cc1OCC
 : -1 | 5% | -15% | -12% | ? | 18
> O=C(COc1cccc(C(F)(F)F)c1)NCC(c1ccco1)N1CCCCC1 (stereo not drawn)
 : . | . | -1% | ? | 15µM* | .
> O=C(CCN1C(=O)c2ccccc2C1=O)Nc1cc(F)ccc1F
 : 1 | -2% | -11% | . | 14% | -2
> COc1ccc(/C=C2/S/C(=N/N=C3\CC4CCC3(C)C4(C)C)NC2=O)cc1 (stereo not drawn)
 : 9 | . | -20% | ? | ? | 2
> Cc1ccc(NC(=O)CC2NCCNC2=O)cc1 (stereo not drawn)
 : 11* | 5% | -7% | 27% | 23% | 17
> CC(C)(C)NC(=O)C(c1ccco1)N(C(=O)c1csnn1)c1ccccc1 (stereo not drawn)
 : -3 | 4% | -3% | 0% | -4% | -6
> COc1ccccc1NC(=O)CSc1nnc(-c2ccccn2)n1Cc1ccco1
 : -5 | 2% | 40µM* | 12µM* | ? | 13
> CCCC(C(=O)O)N1C(=O)/C(=C2\C(=O)N(C)c3ccccc32)SC1=S (stereo not drawn)
 : -2 | -1% | -34% | 0% | 12% | -20
> COC(=O)c1nn(-c2ccc(OC)cc2)c(=O)cc1O
 : 6 | ? | 1% | -13% | 40%[activator] | 20
> CCC(C(=O)N1CCN(C(=O)c2ccco2)CC1)c1ccccc1 (stereo not drawn)
 : 1 | 13% | 0% | ? | -11% | -15
> CCOC(=O)c1ccoc1CSCc1ccc(C(=O)OC)o1
 : -1 | -2% | 28µM* | -1% | 0% | 33
> CC(C)(C)OC(=O)N[C@H](C(=O)OC(C)(C)C)c1ccc(C(F)(F)F)cc1
 : . | . | -15% | ? | ? | .
> CC(C)(C)OC(=O)NC(CNCc1ccccc1)Cc1ccccc1 (stereo not drawn)
 : . | . | -8% | ? | ? | .
> CCCCCCCCCc1nc(N)n[nH]1
 : -3 | 11% | 4% | ? | 14% | -13
> CN1C=CC(=C2C=CN(C)C=C2)C=C1
 : 1 | -8% | . | . | . | 3
> S=C(NCCc1ccccc1)N1CCN(Cc2ccc(Cl)c(Cl)c2)CC1
 : 1 | 4% | -6% | -34% | -8% | 1
> Cc1nn(-c2ccc(Cl)cc2Cl)c(=O)c2ccccc12
 : 4 | 10% | 2% | 388%[activator] | -19% | -3
> CC(Oc1cc2oc(=O)c3c(c2cc1Cl)CCC3)C(=O)NCCCN1CCOCC1 (stereo not drawn)
 : 11 | 2% | 0% | -1% | -2% | -13
> Cc1cc(Cl)ccc1NC(=S)NC1CCCC1
 : 12* | 1% | 3% | -30% | -81% | 32*
> Cc1ccc2nc3c(cc(C(=O)NCc4cccnc4)c(=N)n3C(C)C)c(=O)n2c1
 : 13 | 1% | -3% | -4% | 12% | 25
> O=C(CN1C(=O)CSC1=O)Nc1ccc2c(c1)OCCO2
 : 10 | 3% | -5% | 16% | 10% | 1
> CC(=O)N/C(=C/c1ccc2c(c1)OCO2)C(=O)NCc1ccccc1
 : 4 | 1% | . | -12% | 13% | -8
> COc1ccc(-c2nnc3n2N=C(c2ccc(OC)c(OC)c2)CS3)c(OC)c1
 : 0 | 6% | . | . | . | 15
> Brc1ccc(Cn2c(-c3cncs3)nc3ccccc32)cc1
 : 33* | 6% | -4% | -95% | ? | 94*

# Reprinted from the part before: 6 entries, then new ones.
# Below each SMILES – CHX counter | Giardia FBPA inh | Sm TGR block | Pf growth 96h | Pf growth 48h | Shiga inhibitor
> Cc1cc(Cl)ccc1NC(=S)NC1CCCC1
 : 12* | 1% | 3% | -30% | -81% | 32*
> Cc1ccc2nc3c(cc(C(=O)NCc4cccnc4)c(=N)n3C(C)C)c(=O)n2c1
 : 13 | 1% | -3% | -4% | 12% | 25
> O=C(CN1C(=O)CSC1=O)Nc1ccc2c(c1)OCCO2
 : 10 | 3% | -5% | 16% | 10% | 1
> CC(=O)N/C(=C/c1ccc2c(c1)OCO2)C(=O)NCc1ccccc1
 : 4 | 1% | . | -12% | 13% | -8
> COc1ccc(-c2nnc3n2N=C(c2ccc(OC)c(OC)c2)CS3)c(OC)c1
 : 0 | 6% | . | . | . | 15
> Brc1ccc(Cn2c(-c3cncs3)nc3ccccc32)cc1
 : 33* | 6% | -4% | -95% | ? | 94*
> Cc1ccccc1N1CCN(C2CCCN(C(=O)c3noc4c3CCCC4)C2)CC1 (stereo not drawn)
 : -1 | . | -30% | ? | -8% | -36
> Cc1nn(-c2ccccc2)c(C)c1/C=C/C(=O)OCC(=O)NC1CCS(=O)(=O)C1 (stereo not drawn)
 : 16* | -2% | 3% | -3% | -33% | 22
> COc1ccc(NC(=O)C(c2ccc(C)cc2)N(C)C(=O)Cc2cccs2)cc1 (stereo not drawn)
 : -2 | 5% | -2%&-10% | ? | -23% | -11
> O=C(O)c1cccc(NC(=O)c2cn(-c3ccccc3)nc2-c2ccc([N+](=O)[O-])cc2)c1
 : -4 | 7% | 0% | ? | 25% | -7
> COc1ccc(C2NC(=S)NC(C)=C2C(=O)c2ccccc2)cc1OC (stereo not drawn)
 : -2 | 2% | ? | ? | -15% | -7
> Cc1cc(C(=O)NNc2ccccc2F)no1
 : -2 | -4% | 3% | 11% | ? | 4
> O=C(COc1ccc(Cl)cc1)Nc1ccc(C(=O)NCc2cccnc2)cc1
 : -2 | 5% | 8% | -11% | -13% | -7
> O=C(NCCCn1ccnc1)C(=O)NCC1OCCN1S(=O)(=O)c1ccc(F)cc1 (stereo not drawn)
 : -2 | -4% | -9% | -13% | 16% | -10
> CC(=O)Nc1cccc(N/C=C(\C=O)c2nc3ccccc3o2)c1
 : 29* | -14% | -7% | -3% | 22% | 36*
> O=P(O)(CP(=O)(c1ccccc1)c1ccccc1)c1ccccc1O
 : 1 | -11% | 15% | 68%[activator] | 37%[activator] | -14
> COC(=O)c1cc(S(=O)(=O)n2nc(C)c(Br)c2C)c(Cl)cc1Cl
 : -1 | 0% | 1% | ? | . | -16
> CCn1c(SCC(=O)N2CCN(c3ccc(F)cc3)CC2)nc2ccccc2c1=O
 : -2 | -4% | 1% | 5% | -25% | -15
> Cc1cc(NCCNC2=CC(=O)CCC2)nc2ccccc12
 : -4 | 5% | -3% | ? | ? | 7
> C=CCN1C(=O)C(O)(CC(=O)c2c(C)n[nH]c2C)c2cc(Br)ccc21 (stereo not drawn)
 : -4 | 0% | -3% | 93%[activator] | ? | -16
> O=C(Cn1c(=O)n(CCc2c[nH]c3ccccc23)c(=O)c2cccnc21)Nc1ccccc1F
 : -1 | -5% | -8% | -15% | ? | -7
> CCC(C)NC(=O)c1cc(Cl)c(NC(=O)C2=C(C)OCCS2)cc1OC (stereo not drawn)
 : 15 | -2% | 4% | -23% | ? | 22
> CCn1c(SCC(=O)c2c(N)n(C)c(=O)n(C)c2=O)nnc1-c1ccccc1
 : -4 | 1% | -9% | 9% | 8% | -7
> COc1ccc2c(c1)C(SCC(=O)NCc1ccccc1)CC(C)(C)O2 (stereo not drawn)
 : -4 | -6% | -21% | ? | -9% | -13
> Cc1cccc(-n2nnc(C(=O)NC3CCCc4ccccc43)c2N)c1 (stereo not drawn)
 : -3 | -19% | -10% | 481%[activator] | ? | 137
> COc1ccc(C(CCNCc2ccccc2)c2ccc(F)cc2)cc1 (stereo not drawn)
 : -4 | 0% | -1% | 0% | 0% | -14

# Given field by field: entries from further up.
CC(Sc1nnc(-c2ccc(O)cc2)o1)C(=O)Nc1cccc2ccccc12 (stereo not drawn)
  CHX counter: -2 | Giardia FBPA inh: -7% | Sm TGR block: ? | Pf growth 96h: 28% | Pf growth 48h: . | Shiga inhibitor: -11
COc1ccc(-c2nnc3n2N=C(c2ccc(OC)c(OC)c2)CS3)c(OC)c1
  CHX counter: 0 | Giardia FBPA inh: 6% | Sm TGR block: . | Pf growth 96h: . | Pf growth 48h: . | Shiga inhibitor: 15
C=CCN1C(=O)C(O)(CC(=O)c2c(C)n[nH]c2C)c2cc(Br)ccc21 (stereo not drawn)
  CHX counter: -4 | Giardia FBPA inh: 0% | Sm TGR block: -3% | Pf growth 96h: 93%[activator] | Pf growth 48h: ? | Shiga inhibitor: -16
CCOC(=O)c1c(-c2ccc(-c3ccccc3)cc2)csc1NC(=O)CNCCN(C)C
  CHX counter: 6 | Giardia FBPA inh: ? | Sm TGR block: -28% | Pf growth 96h: ? | Pf growth 48h: . | Shiga inhibitor: 5
